SENP7 block: SENP7 protease inhibitors, primary screen, biochemical, luminescence, uHTS; AID 434973, 2010; Sentrin-specific protease 7 (Homo sapiens), Q9BQF6; inhibition, % at 5 µM; hit rate 1.5% among 330,000; recombinant SENP7, Z-RLRGG-aminoluciferin luminescence, 40 min;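 active means inhibition above about 50% at the single test dose, limit read from the data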;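 further: plate controls were DMSO with enzyme for no effect and no enzyme buffer wells for full effect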
Target sequence (Q9BQF6 706-1050 limits assumed): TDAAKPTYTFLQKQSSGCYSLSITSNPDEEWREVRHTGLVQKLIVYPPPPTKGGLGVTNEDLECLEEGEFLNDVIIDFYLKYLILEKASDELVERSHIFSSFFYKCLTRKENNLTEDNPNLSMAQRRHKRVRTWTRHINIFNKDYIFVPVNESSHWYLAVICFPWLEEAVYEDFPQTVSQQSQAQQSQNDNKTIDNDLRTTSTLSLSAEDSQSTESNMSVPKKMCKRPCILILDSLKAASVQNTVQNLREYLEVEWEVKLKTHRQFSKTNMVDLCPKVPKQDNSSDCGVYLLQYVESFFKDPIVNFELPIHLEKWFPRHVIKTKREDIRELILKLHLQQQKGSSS
697 NFkB inh: inhibitors of PMA/ionomycin-induced NF-kB reporter, 697 cells, primary screen, B-cell NF-kB inhibitor project, cell-based, luminescence, uHTS. 697 B-cell NF-kB luciferase reporter, 16 h. inhibition, % at 4 µM. hit rate 0.33% among 330,000; in the data active means inhibition above about 35%
Apaf1 inhib: inhibitors of human Apaf-1 apoptosome, primary screen, biochemical, DEVD-Rh110 fluorescence, uHTS; AID 489030, 2010; inhibition, % at 20 µM; Apoptotic protease-activating factor 1 (Homo sapiens), O14727; reconstituted apoptosome caspase-3 activity; hit rate 0.71% among 330,000; active means inhibition of at least 40% at 20 µM;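 further: plate controls were DMSO wells for no effect and DEVD-CHO caspase inhibitor wells for full effect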
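System: Apoptosome proteins | Medium: Hepes pH 7.5 with detergent and BSA | Also added: Cytochrome c trigger plus (Z-DEVD)2-Rh110 caspase-3 substrate | Incubation: 30 min compound preincubation, 50 min activation, room temperature | Detection: Rhodamine 110 fluorescence at Ex 480/Em 540 nm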
Gli-Sufu antag: Gli-Sufu pathway antagonists, primary screen, luciferase luminescence, Sufu-KO-LIGHT cells, uHTS; Sufu-KO-LIGHT fibroblasts, Gli luciferase reporter luminescence; hit rate 0.74% among 340,000; inhibition, % at 5 µM; AID 588413, 2011;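 active means inhibition above about 55%, limit read from the data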;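 further: 0% = DMSO-treated cells and 100% = wells with medium but no cells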
UBC13 polyUb: UBC13 polyubiquitin chain formation inhibitors, primary screen, biochemical, TR-FRET, uHTS; inhibition, % at 20 µM; hit rate 0.47% among 330,000; AID 485273, 2010; in the data active means inhibition above about 45%, passing the limit was not always enough
Target sequence (P61088 whole entry, looked up): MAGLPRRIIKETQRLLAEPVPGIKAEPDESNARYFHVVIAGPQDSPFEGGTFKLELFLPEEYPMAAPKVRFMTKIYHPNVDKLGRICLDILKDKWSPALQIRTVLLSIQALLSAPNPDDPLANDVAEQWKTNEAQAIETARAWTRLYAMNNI
HKDC1 inhibitor: HKDC1 hexokinase inhibitors, primary screen, biochemical, fluorescence, uHTS; Q2TB90; recombinant HKDC1, G6PDH/diaphorase resazurin coupled fluorescence; inhibition, % at 20 µM; hit rate 0.16% among 340,000; AID 493160, 2011;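 active means inhibition above about 35% when tested at 20 µM, limit read from the data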;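 further: plate controls were DMSO wells with enzyme for no effect and DMSO wells lacking enzyme for full effect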
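System: Recombinant HKDC1 hexokinase | Amount: HKDC1 at 5 µg/mL | Reagent: Glucose with 1 mM ATP | Doses: Single 20 µM dose | Incubation: Reaction time 90 min, room temperature, protected from light | Signal: Coupled resazurin fluorescence, excitation 525 nm, emission 613 nm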
Jurkat NFkB inh: inhibitors of induced NF-kB luciferase reporter, primary screen, TCR NF-kB activation inhibitor project, cell-based, luminescence, uHTS; Jurkat, PMA/ionomycin-induced NF-kB luciferase reporter; inhibition, % at 4 µM; hit rate 0.53% among 330,000
SENP8 block: SENP8 protease inhibitors, primary screen, biochemical, luminescence | purified SENP8, Z-RLRGG-aminoluciferin cleavage | inhibition, % at 10 µM | hit rate 1.2% among 330,000 | AID 2540, 2010
Target sequence (Q96LD8 whole entry, looked up): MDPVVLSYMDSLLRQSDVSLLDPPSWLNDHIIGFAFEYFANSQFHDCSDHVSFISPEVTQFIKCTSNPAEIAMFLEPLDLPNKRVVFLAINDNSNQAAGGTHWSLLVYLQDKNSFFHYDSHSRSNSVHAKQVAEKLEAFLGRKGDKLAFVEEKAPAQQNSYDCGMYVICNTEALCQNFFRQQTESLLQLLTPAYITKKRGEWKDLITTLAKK
* hit, by the source's call; x = not tested or not shown. Unless noted, no stated cut-off is given here; in the data, active means inhibition above about 50%; inactive means the rest. No enrichment for hits, and some 3.6% of all compounds hit somewhere here.

Order of results – SENP7 block	697 NFkB inh	Apaf1 inhib	Gli-Sufu antag	UBC13 polyUb	HKDC1 inhibitor	Jurkat NFkB inh	SENP8 block
CCOc1ccc(C2Sc3ccccc3NC3=C2C(=O)OC3)cc1 (configuration not stated)
    7	-50	5	-13	0	1	-21	0
Cc1cc(C(=O)Nc2cccnc2)on1
    5	12	-2	12	-1	0	-3	-11
CCOC(=O)C(C(C)=O)C(c1ccc(OC)cc1)C(C(C)=O)C(=O)OCC (configuration not stated)
    -4	5	-5	0	8	-5	-1	-10
CCN(CC)CCN1C(=O)C(=O)/C(=C(/O)c2ccc(F)cc2)C1c1ccncc1 (configuration not stated)
    3	9	-3	2	11	4	13	-6
O=C(NCCc1csc(-c2cccnc2)n1)c1ccc(Br)o1
    9	-26	2	x	-4	1	-1	11
COc1ccc(NC(=O)C2CCCN(S(=O)(=O)c3ccc(C)cc3)C2)cc1OC (configuration not stated)
    -6	28	5	-20	4	-3	-1	1
CCOC(=O)C1Oc2ccccc2C(c2ccoc2)=C1C(=O)OC (configuration not stated)
    9	6	6	-4	x	7	x	x
O=C(c1cc(Cl)nc2ccccc12)N1CCN(Cc2ccc3c(c2)OCO3)CC1
    -5	21	8	9	5	5	2	6
Cc1nnc(SCC(=O)Nc2nonc2C)s1
    0	14	0	7	-6	-5	2	1
Cc1ccn2c(=O)nc(SCC(=O)N3CCC(C)CC3)nc2c1
    -5	0	1	-9	-7	-3	5	6

Further results follow:
Order of results – SENP7 block	697 NFkB inh	Apaf1 inhib	Gli-Sufu antag	UBC13 polyUb	HKDC1 inhibitor	Jurkat NFkB inh	SENP8 block
Cc1ccc(C(=O)NC(NC(=O)c2ccc(C)cc2)c2cccc([N+](=O)[O-])c2)cc1
    11	9	13	-2	-15	-8	2	2
O=C(O)CCCn1cc(NC(=O)COc2ccccc2)cn1
    3	1	-14	-20	-7	-6	0	3
Cc1ccc(N2C(=S)SC3CS(=O)(=O)CC32)cc1 (configuration not stated)
    -4	20	-3	0	2	-14	7	0
C=CS(=O)c1sc(Cl)c(N2CCOCC2)c1[N+](=O)[O-] (configuration not stated)
    8	-3	10	3	-2	4	11	-3
Cc1cc(C)c(C#N)c(SCC(=O)CC(=O)OC(C)C)n1
    9	5	1	5	3	-7	10	-13
COC(=O)c1ccc(OCCCCN(C)Cc2ccccc2)cc1
    -5	1	4	2	2	5	-22	-7
Cc1ccc(SCCC(=O)NC(C(C)C)C(C)C)cc1
    6	3	-9	-7	8	-5	11	1
Cc1ccc(-c2csc(NC(=O)C3CC(=O)N(Cc4ccco4)C3)n2)cc1 (configuration not stated)
    -1	4	-8	2	10	0	3	8
CCN(CC)CCn1c2c(c(SCC(=O)Nc3ccc(C(C)C)cc3)nc1=O)CCC2
    2	-7	6	14	8	-4	8	2
CCOC(=O)N1CCN(C(=O)c2cn(C)c3ccc(S(=O)(=O)N4CCC(C)CC4)cc3c2=O)CC1
    -3	8	-5	-6	5	3	12	2

Entries of single compounds from above:
Shown for Cc1cc(C)c(C#N)c(SCC(=O)CC(=O)OC(C)C)n1 : SENP7 block = 9; 697 NFkB inh = 5; Apaf1 inhib = 1; Gli-Sufu antag = 5; UBC13 polyUb = 3; HKDC1 inhibitor = -7; Jurkat NFkB inh = 10; SENP8 block = -13
Shown for C=CS(=O)c1sc(Cl)c(N2CCOCC2)c1[N+](=O)[O-] (configuration not stated) : SENP7 block = 8; 697 NFkB inh = -3; Apaf1 inhib = 10; Gli-Sufu antag = 3; UBC13 polyUb = -2; HKDC1 inhibitor = 4; Jurkat NFkB inh = 11; SENP8 block = -3
Shown for Cc1ccc(C(=O)NC(NC(=O)c2ccc(C)cc2)c2cccc([N+](=O)[O-])c2)cc1 : SENP7 block = 11; 697 NFkB inh = 9; Apaf1 inhib = 13; Gli-Sufu antag = -2; UBC13 polyUb = -15; HKDC1 inhibitor = -8; Jurkat NFkB inh = 2; SENP8 block = 2

Carrying on:
Order of results – SENP7 block	697 NFkB inh	Apaf1 inhib	Gli-Sufu antag	UBC13 polyUb	HKDC1 inhibitor	Jurkat NFkB inh	SENP8 block
Clc1cnc(N/N=C/c2cccs2)c(Cl)c1
    3	-73	4	-4	0	-3	-69	10
CC1C2C(C)N(C)C(=O)N(C)C2N(C)C(=O)N1C (configuration not stated)
    4	8	6	-28	-2	-7	4	1
CCCC(C(=O)c1ccccc1)n1cncn1 (configuration not stated)
    -5	2	-7	-1	6	-1	-8	-14
CC1CCN(C(=O)CCc2nnc3ccc(NCc4ccco4)nn23)CC1
    2	1	0	-7	-1	-1	3	8
CN(C(=O)CSc1nc(-c2cccs2)nc2ccccc12)C1CCS(=O)(=O)C1 (configuration not stated)
    5	12	6	8	4	0	5	-7
COc1ccc(CSCC(=O)Nc2ccccc2)cc1[N+](=O)[O-]
    -4	-3	5	5	3	0	-26	-6
Cc1c(C=O)c2ccccn2c1C(=O)c1ccccc1
    2	18	-9	-9	16	6	14	3
CCC1CCCCN1C(=S)NC(=O)c1cccc([N+](=O)[O-])c1 (configuration not stated)
    6	-2	8	-4	-2	-1	3	0
Cc1ccc(-c2nnc(SCC(=O)N(C)C)nc2-c2ccc(C)cc2)cc1
    5	-18	8	24	4	8	7	-3
COc1ccc(/C=C(/NC(=O)c2ccccc2)C(=O)N2CCCCC2)cc1OC
    -1	5	10	-28	-19	5	-6	5

(cont.)
Order of results – SENP7 block	697 NFkB inh	Apaf1 inhib	Gli-Sufu antag	UBC13 polyUb	HKDC1 inhibitor	Jurkat NFkB inh	SENP8 block
O=C(NC(=S)Nc1ccc(N2CCCCC2)cc1)c1cccs1
    3	-106	19	4	1	-15	-172	15
COc1ccc([C@@H]2[C@@H]3C(=O)N(C(C)(C)C)C(=O)[C@@H]3[C@]3(Cc4ccc(Cl)cc4)C(=O)N(c4cccc(F)c4)C(=O)N23)cc1
    -8	16	12	-11	2	1	2	1
O=C(N/N=C/c1ccc(O)cc1)c1ccc(COc2cc(Cl)ccc2Cl)o1
    1	-41	-9	15	8	6	18	-9
Cc1ccc(-c2cc(C(=O)O)n[nH]2)s1
    0	12	-6	1	7	-3	-2	0
COC(=O)CSc1nnc([C@H](CC(C)C)NC(=O)OC(C)(C)C)o1
    2	-15	4	3	-5	-8	-1	-10
Cc1cc(NC(=O)CCCSc2nc(-c3ccco3)cc(C(F)(F)F)n2)no1
    5	4	-5	-3	-6	5	6	2
Cc1ccc(C(=O)N2CCCC(N3CCN(c4cccc(C(F)(F)F)c4)CC3)C2)s1 (configuration not stated)
    3	-13	23	49	-2	2	22	-11
O=C(O)CSc1cccc[n+]1[O-]
    1	15	-3	-1	8	5	-1	1
Cc1cccc(-n2c(CNC(=O)c3ccc(S(=O)(=O)N(C)C)cc3)nnc2SCC(=O)Nc2ccc(F)cc2)c1
    7	30	5	6	-6	0	0	3
O=C(C1CCN(S(=O)(=O)c2ccc(F)cc2)CC1)N1CCCC(C(F)(F)F)C1 (configuration not stated)
    -4	-1	36	1	10	-4	5	-1

Limited to Gli-Sufu antag and Jurkat NFkB inh, for three of the compounds above:
Molecule	Gli-Sufu antag	Jurkat NFkB inh
Cc1ccc(C(=O)N2CCCC(N3CCN(c4cccc(C(F)(F)F)c4)CC3)C2)s1 (configuration not stated)	49	22
Cc1cc(NC(=O)CCCSc2nc(-c3ccco3)cc(C(F)(F)F)n2)no1	-3	6
O=C(N/N=C/c1ccc(O)cc1)c1ccc(COc2cc(Cl)ccc2Cl)o1	15	18

(further entries)
Order of results – SENP7 block	697 NFkB inh	Apaf1 inhib	Gli-Sufu antag	UBC13 polyUb	HKDC1 inhibitor	Jurkat NFkB inh	SENP8 block
CCCCn1c(CCC(=O)O)nc2cc(S(=O)(=O)N(C)C)ccc21
    -3	18	-13	8	2	1	-5	2
COc1ccc(-c2ccc3c(c2)S(=O)(=O)c2cccc(C(=O)NCCOc4ccccc4Cl)c2C3=O)cc1OC
    -11	2	-3	-3	-33	10	-9	-6
CC1(C)OC(=O)C(=CNc2ccc(F)cc2)C(=O)O1
    2	9	-8	3	0	0	14	7
CC(C)(C)NC(=O)NC(=O)COC(=O)C1(C)CC1(Cl)Cl (configuration not stated)
    -2	-6	-3	-3	4	-8	7	-5
NC(=O)C1CCN(C(=O)c2cc(Cl)c3c(c2)OCCO3)CC1
    9	1	7	-1	-4	-8	-8	-4
OCCN1CCN(Cc2cccc(Oc3ccc(Cl)cc3)c2)CC1
    2	-30	-7	3	17	20	-17	-5
COc1ccc2[nH]cc(C(=O)CNc3nc(C)cs3)c2c1
    4	-43	-2	-2	1	-1	-37	2
CCn1cc([N+](=O)[O-])nc1C
    -1	-20	-3	7	-11	-5	-6	-10
CCN(CC)S(=O)(=O)c1cccc(C(=O)N/N=C/c2cc(OC)c(O)c(OC)c2)c1
    3	10	6	6	-6	-5	13	5
Cc1sc2ncnc(SCC(=O)c3ccc(Cl)s3)c2c1C
    5	0	-1	x	8	x	-12	6

Next part
smiles	SENP7 block	697 NFkB inh	Apaf1 inhib	Gli-Sufu antag	UBC13 polyUb	HKDC1 inhibitor	Jurkat NFkB inh	SENP8 block
O=C1CS/C(=N/N=C/c2ccco2)N1Cc1ccc(F)cc1	5	7	-1	0	-3	0	7	4
COCCn1c(SCC(=O)NNC(=O)Cc2ccccc2)nc2ccccc2c1=O	1	1	-2	6	4	-9	6	-1
O=C(NCc1ccc(F)cc1)c1cccc2c1C(=O)c1ccc(N3CCC(Cc4ccccc4)CC3)cc1S2(=O)=O	-7	-49	22	20	-50	1	26	-12
O=C(N/N=C/c1ccc2c(c1)OCO2)C1COc2ccccc2O1 (configuration not stated)	-10	-4	0	-9	-11	-5	15	-2
CCCOC(=O)c1ccc(NC(=O)c2ccc(Br)o2)cc1	28	-24	24	-28	-2	0	-40	23
Cc1cc2c(nn1)CCc1c-2no[n+]1[O-]	-1	-1	-3	4	-3	-4	3	-9
N#Cc1cc(Oc2ccc3ccccc3c2)c(-n2nnc3ccccc32)cc1C#N	-9	-26	20	13	0	-4	-5	-8
CC(=O)c1cccc(NC(=O)c2ccc3ccccc3c2)c1	41	-99	0	-72	10	1	-146	40
CCNc1ccccc(-c2ccc3ccccc3n2)c1=O	-3	-3	8	-16	-30	3	2	-2
Cc1cc(SCNC(=O)c2ccccc2)nc(C(C)C)n1	5	1	-9	2	8	0	1	5
C=CCNC(=O)c1ccc(Sc2ccccc2)c([N+](=O)[O-])c1	3	-4	13	3	-3	0	-15	-12
Cc1ccc(C(=O)Nc2ccc(O)cc2C(=O)O)cc1	42	20	-8	0	8	0	-9	35
Cc1ccccc1NC(=O)c1ccc(CN2CC(=O)N3CCCCC3C2=O)cc1 (configuration not stated)	-2	3	0	2	2	-7	13	6
C/C(=N\NC(N)=O)C1CC(Cc2ccccc2)C(=O)O1 (configuration not stated)	-4	-8	-8	-15	-8	4	11	4
